Screening results deposited in PubChem BioAssay by several laboratories.
Y pestis TopoI: blocks Yersinia pestis topoisomerase I activity; Y. pestis Topo-I cleavage product accumulation, plate reader; activity, % at 10 µM; 360,000 tested, 0.064% active; AID 504884; in the data active = activity above about 50%, passing the limit was not always enough; inconclusive = no clear call, values can overlap the other calls; also: inactives centre near 2
Anthrax LF prot: blocks Bacillus anthracis lethal factor protease. multiplex microsphere protease cleavage assay, LF. 360,000 tested, 0.12% active. P15917. inhibition, % at 10 µM; also: plate controls were buffer without enzyme for full effect and enzyme alone for no effect
TcdB GH inh: inhibitors of Clostridioides difficile toxin B glycohydrolase | TcdB glycohydrolase enzymatic assay, plate reader | 350,000 tested, 0.24% active | P18177 | inhibition, % at 9.99 µM; in the data active = inhibition above about 10%
BoNT-F LC inh: blocks Botulinum neurotoxin F light chain protease; 360,000 tested, 0.22% active; Multiplex microsphere protease cleavage assay, flow cytometry; inhibition, % at 10 µM; in the data active = inhibition above about 35%, passing the limit was not always enough; inconclusive = no clear call, values can overlap the other calls; also: plate controls were buffer without enzyme for full effect and enzyme alone for no effect
CCHF vOTU inh: blocks the CCHF virus ovarian tumor domain protease; inhibition, % at 11.5 µM; 370,000 tested, 0.55% active; AID 651958; CCHFV vOTU protease, Pep-AMC fluorescence; in the data active = inhibition above about 30%; also: 0% = vehicle wells with enzyme and 100% = no enzyme wells
FadD28 binding: inhibitors of Mycobacterium tuberculosis FadD28 bisubstrate binding. FadD28 bisubstrate probe binding, fluorescence polarization. inhibition, % at 12.5 µM. 360,000 tested, 0.22% active; in the data active = inhibition above about 8.5%, passing the limit was not always enough; inconclusive = no clear call, values can overlap the other calls
BoNT A protease: blocks Botulinum neurotoxin A light chain protease | multiplex microsphere protease substrate cleavage, flow cytometry | inhibition, % at 10 µM | 360,000 tested, 0.17% active | AID 588499; also: plate controls were buffer without enzyme for full effect and enzyme alone for no effect
PrPC TRFRET: reduces human prion protein on the cell surface; cell surface PrPC, TR-FRET read-out; 370,000 tested, 0.43% active; inhibition, % at 13.8 µM; in the data active = inhibition above about 24%; also: 0% = median of the test wells and 100% = reference compound wells
PfHsp40 yeast: rescue of PfHsp40-mediated yeast toxicity; 340,000 tested, 0.68% active; S. cerevisiae expressing PfHsp40, growth rescue, ATP luminescence; growth rescue, % at 12.5 µM; in the data active = growth rescue above about 28%, passing the limit was not always enough; inconclusive = no clear call, values can overlap the other calls;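 also: yeast W303a lacking pdr1 and pdr3 grown in galactose medium; growth measured after three days at 30 °C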
* hit, by the source's call; ? = inconclusive; · = not tested or not shown. Rule as the data show it, unless noted: active = inhibition above about 30%; inconclusive = no clear call, values can overlap the other calls; inactive = below that.

SMILES	Y pestis TopoI	Anthrax LF prot	TcdB GH inh	BoNT-F LC inh	CCHF vOTU inh	FadD28 binding	BoNT A protease	PrPC TRFRET	PfHsp40 yeast
COCCCNC(=S)N(CCO)Cc1cc2cc3c(cc2[nH]c1=O)OCCO3	9	-18	0.8	?	-13	-1.2	-3.5	1	-1.1
Nc1ccccc1S(=O)(=O)c1ccccc1N	-1	4	0.7	2	11	-4.8	0.4	5	-1.6
O=C(CCn1cnnn1)Nc1ccccc1	5	2	0.0	1	-5	0.7	0.0	2	0.4
COc1ccc(CNC(=O)c2cc(COc3c(F)cccc3F)on2)cc1OC	29	-1	-10	-8	28	0.1	-1.1	8	-0.2
CC(=O)Nc1ccc2c(c1)C(=O)N(c1cccc(C)c1)C2=O	4	-5	0.0	3	-3	-0.8	0.4	-2	-2.0
CCOC(=O)c1c(NC(=S)NCC2CCCO2)sc(C)c1C (stereo not given)	7	-4	0.6	-1	1	0.9	0.0	6	1.1
N#CC1=C2N=C(N)c3ccccc3N2C2=C(C(=O)CCC2)C1c1ccc(Cl)cc1 (stereo not given)	1	-8	1.9	4	5	-2.0	-0.6	1	1.1
CCCCN1CC(COCc2ccccc2)Oc2cccc(Oc3ccc(C)cc3)c2S1(=O)=O (stereo not given)	19	-7	-0.3	2	10	-0.7	-0.8	-5	-1.2
CC1Sc2ccc(S(=O)(=O)CCC(=O)NC3CCCCCC3)cc2NC1=O (stereo not given)	13	-4	0.8	-2	12	0.1	-0.1	-2	-0.3
CCCCn1c(=O)c(C(=O)NCc2ccccc2OC)c(O)c2ccccc21	9	9	0.3	-10	-11	-0.5	-4.6	4	-0.7
Nc1ccccc1SC1CC(=O)N(c2ccc3c(c2)OCCO3)C1=O (stereo not given)	7	-7	0.0	-7	-5	-2.2	-0.4	1	-0.4
O=C(CN1CCCCC1)Nc1ccc(Br)cc1C(=O)c1ccccc1Cl	18	-2	·	-12	-17	-3.3	-1.0	-1	-0.6
Cc1cc(Br)ccc1NC(=O)CCSc1ccccc1	4	-1	·	0	-8	0.1	-0.8	3	-0.7
Cc1cccc(S(=O)(=O)NC(=O)C2(C)CCN2C(=O)Cc2ccc(Cl)cc2Cl)c1 (stereo not given)	4	3	0.9	1	4	-4.0	-0.6	10	·
COc1cccc(-n2c(=O)c3ccccc3n3c(=S)[nH]nc23)c1	-5	-8	1.0	-3	12	-1.4	-0.1	-2	1.6
COc1cc(C(=O)NC2CC(C)(C)Cc3c2cnn3-c2ccccc2)cc(OC)c1OC (stereo not given)	1	-2	0.7	6	6	-3.5	1.8	3	0.2
COc1ccccc1-c1cccc(-c2nc(C(=O)Nc3nccs3)cc3c2[C@@H](CCO)N(C(=O)CC2CC2)C3)c1	·	4	0.2	-6	-4	·	-0.2	-1	·
CC1(C)NC(=O)N(CC(O)Cn2c3ccccc3c3ccccc32)C1=O (stereo not given)	-3	-8	0.1	3	-6	-0.9	0.2	1	1.2
Cc1cc(C)cc(NC(=O)CCCn2nc(C)c3c(C)n(-c4ccccc4)nc3c2=O)c1	5	-2	0.5	-7	9	-1.1	-2.4	6	-1.3
COC(=O)CNC(c1ccccc1Cl)c1cc(Br)ccc1NC(=O)CCN1CCOCC1 (stereo not given)	0	-2	·	-5	-1	-2.0	0.1	-6	-0.5

Some of these compounds in order of molar mass, highest first:
SMILES	Y pestis TopoI	Anthrax LF prot	TcdB GH inh	BoNT-F LC inh	CCHF vOTU inh	FadD28 binding	BoNT A protease	PrPC TRFRET	PfHsp40 yeast
CCCCN1CC(COCc2ccccc2)Oc2cccc(Oc3ccc(C)cc3)c2S1(=O)=O (stereo not given)	19	-7	-0.3	2	10	-0.7	-0.8	-5	-1.2
Cc1cccc(S(=O)(=O)NC(=O)C2(C)CCN2C(=O)Cc2ccc(Cl)cc2Cl)c1 (stereo not given)	4	3	0.9	1	4	-4.0	-0.6	10	·
COc1cc(C(=O)NC2CC(C)(C)Cc3c2cnn3-c2ccccc2)cc(OC)c1OC (stereo not given)	1	-2	0.7	6	6	-3.5	1.8	3	0.2
CC1Sc2ccc(S(=O)(=O)CCC(=O)NC3CCCCCC3)cc2NC1=O (stereo not given)	13	-4	0.8	-2	12	0.1	-0.1	-2	-0.3
COc1ccc(CNC(=O)c2cc(COc3c(F)cccc3F)on2)cc1OC	29	-1	-10	-8	28	0.1	-1.1	8	-0.2
O=C(CCn1cnnn1)Nc1ccccc1	5	2	0.0	1	-5	0.7	0.0	2	0.4

(more compounds)
SMILES	Y pestis TopoI	Anthrax LF prot	TcdB GH inh	BoNT-F LC inh	CCHF vOTU inh	FadD28 binding	BoNT A protease	PrPC TRFRET	PfHsp40 yeast
COC(=O)c1sc(-c2ccccc2)cc1NC(=O)C1CC1	-7	-2	1.5	0	17	-2.2	0.4	7	-1.9
Cc1c(C(c2ccc(F)cc2)c2c(C)n(C)n(-c3ccccc3)c2=O)c(=O)n(-c2ccccc2)n1C	7	-6	0.8	?	11	-0.2	?	-4	-1.7
CCOc1ccc(NC(=O)CN(C)C(=O)c2ccc3c(c2)C(=O)N(CCC(C)C)C3=O)cc1OCC	11	1	0.5	2	-1	0.3	-1.1	-11	0.3
O=C(CCc1nnc(COc2ccccc2)o1)NCc1ccc(Cl)s1	2	-9	-0.1	0	2	-1.5	-0.5	-2	0.9
O=C(O)c1ccc(C2SCC(=O)N2Cc2ccco2)cc1 (stereo not given)	4	3	0.4	-4	-8	-1.8	-1.0	-2	0.4
Cc1ccc(C)c(NC(=O)CN(C)C(=O)c2ccc(S(=O)(=O)N(C)c3ccccc3)cc2)c1	20	-6	-0.8	2	-4	-1.5	-0.9	-6	-1.7
O=C(NC1CCCC1)C(c1cccs1)N(CC1CCCO1)C(=O)Cc1cccs1 (stereo not given)	-4	2	·	-6	9	-2.1	0.3	-2	-0.6
COc1ccc(NC(=O)C2CCN(C(=O)Nc3ccccc3)CC2)cc1S(=O)(=O)N(C)C	4	1	0.0	0	-6	-3.2	0.2	0	-0.9
CCOC(=O)C1CCCN(C(=O)Cn2c(=O)c3cccn3c3cccnc32)C1 (stereo not given)	-8	-4	0.0	-7	6	-2.0	-1.9	-2	-1.1
COc1cc(OC)nc(Nc2nc(C(N)c3ccccc3Cl)cs2)n1 (stereo not given)	29	4	0.7	-4	3	-2.5	0.0	0	·

Full records from above. Order of screens: Y pestis TopoI, Anthrax LF prot, TcdB GH inh, BoNT-F LC inh, CCHF vOTU inh, FadD28 binding, BoNT A protease, PrPC TRFRET, PfHsp40 yeast
Entry for `CCOc1ccc(NC(=O)CN(C)C(=O)c2ccc3c(c2)C(=O)N(CCC(C)C)C3=O)cc1OCC` : 11, 1, 0.5, 2, -1, 0.3, -1.1, -11, 0.3
Entry for `Cc1ccc(C)c(NC(=O)CN(C)C(=O)c2ccc(S(=O)(=O)N(C)c3ccccc3)cc2)c1` : 20, -6, -0.8, 2, -4, -1.5, -0.9, -6, -1.7

Continuation:
SMILES	Y pestis TopoI	Anthrax LF prot	TcdB GH inh	BoNT-F LC inh	CCHF vOTU inh	FadD28 binding	BoNT A protease	PrPC TRFRET	PfHsp40 yeast
Cc1cc(OCC(=O)OCC(=O)NC2CCS(=O)(=O)C2)ccc1Cl (stereo not given)	2	-6	1.1	3	-4	-5.4	-0.2	3	·
CCCCn1nnnc1C(CC)N1CCN(C/C=C/c2ccccc2)CC1 (stereo not given)	·	-2	0.5	3	7	-0.1	0.7	-8	·
CCC(CO)Nc1ccn2nc(-c3ccccc3)cc2n1 (stereo not given)	-3	5	-0.1	-6	-12	-0.4	0.1	-6	·
COc1ccc(CN2CCNC(=O)C2CC(=O)N(C)Cc2nccs2)c(OC)c1 (stereo not given)	3	-3	-1.1	1	-4	-0.8	1.4	-1	-0.9
CCOC(=O)CC1COCCN1C(=O)c1cc(COc2ccccc2SC)on1 (stereo not given)	16	1	1.4	0	0	-0.7	0.2	2	·
Cc1ccc2[nH]c(=O)c(CN(c3cccc(C)c3C)S(=O)(=O)c3ccccc3)cc2c1	10	-1	·	3	·	-0.5	1.1	·	1.2
COc1cc(C)c(Br)cc1S(=O)(=O)NCCCN1CCOCC1	-9	-1	0.2	-9	4	-3.0	-1.4	2	0.5
CCCCc1nnc(NC(=O)C=C(C)C)s1	-1	3	·	1	-16	-1.5	-0.7	1	0.9
COc1ccccc1C(=O)NNC(=O)C(=O)N1CCCCC1	4	-4	-0.8	-5	-9	0.0	2.6	3	0.3
O=C(NCCc1ccc(Cl)cc1)C1CCN(S(=O)(=O)N2CCCC2)CC1	-1	-2	·	0	9	-2.6	0.4	3	0.0
CCn1cc(C(=O)O)c(=O)c2cc(F)c(N3CCN(C(=O)Nc4ccccc4)CC3)cc21	4	-2	·	3	-14	-2.2	0.3	-3	-0.4
COc1ccc(C2=Nn3c([n+](C)c4ccccc43)SC2)cc1	14	-6	0.6	-7	-8	-0.1	-0.3	-3	1.2
COCCCNC(=O)c1cccn2c(=O)c3cc4ccccc4cc3nc12	-4	8	-0.6	3	-1	-2.3	?	-5	-0.7
COc1cccc(NC(=O)c2nn(C34CC5CC(CC(C5)C3)C4)cc2[N+](=O)[O-])c1	-8	-2	·	-12	9	-3.9	-1.0	3	2.8
Cc1cc(O)c(/C=N/OCc2ccc(Cl)cc2Cl)c(=O)o1	14	-2	-1.3	-8	-11	0.1	-1.1	-1	6.6
COc1cccc(OCC(=O)NC2CCCCC2)c1	-1	0	-0.3	-7	-16	-3.0	-0.9	-1	0.0
COc1ccc2nc(NC(=O)C3CCCN3S(=O)(=O)c3ccc(C)cc3)sc2c1 (stereo not given)	-5	-1	·	-7	19	-2.4	0.1	16	3.7
CSCCC(NS(=O)(=O)c1cc(C(=O)O)ccc1Cl)C(=O)O (stereo not given)	8	-4	0.4	-4	6	-0.3	0.0	9	-1.7
CC(C)(C)OC(=O)N1CCCN(C(=O)Nc2ccc(C(F)(F)F)cc2)CC1	-3	1	0.8	?	-5	-3.1	1.6	-2	·
COC(=O)CCC(=O)OC1(C)C(=O)C=C2C=C(C3CC3)N(C3CC3)C=C2C1=O (stereo not given)	6	-5	-2.4	0	18	-0.8	0.8	-18	1.2
O=C(O)c1ccc(SCc2cnc(Cl)s2)cc1	9	4	·	-2	4	0.4	1.1	-3	?
CCOc1ccc2oc(C(=O)OCC(=O)NC(=O)NC)c(C)c2c1	-3	-2	-1.4	-13	-11	-3.2	-0.3	0	-1.0
Cc1ccccc1NC(=S)NC1(C)CCS(=O)(=O)C1 (stereo not given)	2	0	0.3	-3	-12	-4.0	-0.2	0	-1.0
O=C(CN(C(=O)CCC(=O)Nc1nccs1)c1ccc(F)cc1)NCc1ccc(F)cc1	1	2	1.3	15	15	0.6	-0.2	-13	1.3
CC(=O)c1ccc(NC(=S)N2CCCC2)cc1	2	0	0.0	-4	15	-0.8	-0.4	-3	-0.8
Cc1ccc(Cc2c(C(C)(C)C)nc3ccc(Br)cn23)cc1	·	-3	0.5	-7	3	-0.8	4.0	-2	·
CN(C)c1ccc(NC(=O)CSc2n[nH]c(-c3ccncc3)n2)cc1	-1	-10	-0.6	-8	-1	-1.6	-0.2	4	-1.6
Cc1cccc(NS(=O)(=O)c2ccc(C)c(C(=O)NCc3ccncc3)c2)c1	3	-3	0.3	14	8	2.1	11	1	-1.2
CCOCC(=O)Nc1cc(C(=O)Nc2cccc(C)c2C)ccc1Cl	1	0	1.0	-12	-16	-1.9	0.3	-1	-1.0
Cc1ccc(/C(O)=C/c2nc3ccccc3oc2=O)cc1	-6	-7	-3.3	-3	3	0.8	0.3	-9	·
CC1CCCN1CC#CC(O)(c1ccccc1)c1ccccc1 (stereo not given)	0	-6	0.5	?	0	-0.5	-1.2	-10	·
COc1ccc(S(=O)(=O)Nc2cccc(-n3cnnn3)c2)cc1OC	0	0	-0.8	-3	7	-0.9	0.8	3	-0.1

Quoted at random: 2 compounds from above, in no set order.
SMILES	Y pestis TopoI	Anthrax LF prot	TcdB GH inh	BoNT-F LC inh	CCHF vOTU inh	FadD28 binding	BoNT A protease	PrPC TRFRET	PfHsp40 yeast
CN(C)c1ccc(NC(=O)CSc2n[nH]c(-c3ccncc3)n2)cc1	-1	-10	-0.6	-8	-1	-1.6	-0.2	4	-1.6
Cc1ccc(Cc2c(C(C)(C)C)nc3ccc(Br)cn23)cc1	·	-3	0.5	-7	3	-0.8	4.0	-2	·
